Screening results: PubChem, NCI
All columns: NCI-60 one-dose screen, growth in % after 48 h at 10 µM unless noted; 100 = growth as untreated, 0 = no growth, -100 = all killed.
A498: A498 renal cancer cells. actives 5.4% (n = 76,000). AID 1794774
NCI-H522: NCI-H522 lung cancer; AID 1794739; actives 8% (n = 78,000)
COLO 205: COLO 205 colon cancer; actives 7.3% (n = 79,000)
NCI-H23: NCI-H23 lung cancer | actives 4% (n = 80,000) | AID 1794731
NCI-H226: NCI-H226 lung cancer; actives 3.5% (n = 79,000)
NCI-H322M: NCI-H322M lung cancer | actives 2.7% (n = 80,000)
NCI-H460: NCI-H460 lung cancer | actives 6.8% (n = 82,000)
HT29: HT29 colon cancer | actives 7.4% (n = 81,000) | AID 1794748
RXF 393: RXF 393 renal cancer cells. actives 6.9% (n = 77,000)
An asterisk follows results filed as active; x = not tested or not shown; & = joins results of further samples; [ ] = another dose, or the depositor's remark. The calls were made as follows: active = growth percent below 10; inactive = the rest.

No.	SMILES	A498	NCI-H522	COLO 205	NCI-H23	NCI-H226
1	Cc1cc2cn3c4ccc(O)cc4nc(N)c3c2cc1C	21	x	-56*	27	46
2	COc1cccc(C(=O)NC(c2ccc(C)cc2)c2cc(Cl)c3cccnc3c2O)c1 (stereo unspecified)	23	9.4*	14	29	x
3	COc1ccc2[nH]c(=O)c(COC(=O)CC(=O)O)cc2c1	126	100	138	101	98
4	CCCCN(CCCC)CC1CC(C(C)(C)C)CCC1O (stereo unspecified)	82	78	97	89	82
5	CC1OC(CC(=O)O)Cc2c1c(O)c1c(O)cc(-c3cc(=O)c4c(=O)c5c(c(=O)c=4c3=O)CC(CC(=O)O)OC5C)c(O)c1c2O (stereo unspecified)	124	66	125	105	110
6	CCOC(=O)c1[nH]cc(-c2ccccc2)c1-c1ccc(OC)cc1OC	87	86	103	91	99
7	COC(=O)c1ccc2nc(C)c(C(=O)Nc3ccccc3)nc2c1	129	95	87	98	105
8	NC(=O)CC1CCCCC1	66	106	x	102	83
9	Cc1ccc(S(=O)(=O)OCC2OC(n3cnc4c(NC=O)ncnc43)C(OC=O)C2OC=O)cc1 (stereo unspecified)	106	117	120	x	103
10	O=C(NCCCNc1nccc(-c2c(-c3cccc(F)c3)nc3sccn23)n1)c1ccc(Cl)cc1	78	87	79	100	53
11	CCCCC[n+]1ccc(SCC(=O)N(C)c2cccc(Br)c2)c2ccccc21	x	88	117	107	114
12	O=[N+]([O-])c1ccc2cccnc2c1	97	101	110	100	120

No.	NCI-H322M	NCI-H460	HT29	RXF 393
1	7.6*	-36*	-66*	41
2	9.1*	0.1*	24	9.4*
3	101	116	107	x
4	98	102	82	115
5	119	114	104	105
6	91	105	97	83
7	90	119	98	127
8	103	107	105	103
9	114	105	111	170
10	95	104	64	51
11	105	111	106	114
12	122	108	117	125

Continued:
No.	SMILES	A498	NCI-H522	COLO 205	NCI-H23	NCI-H226
13	Cn1ccnc1C(=O)/C=C/c1ccc(NC(=O)Nc2ccc(Cl)cc2)cc1	x	78	96	x	82
14	O=C(c1ccccc1)[C@@]12COc3ccccc3[C@@H]1ON=C2c1ccccc1	100	x	95	94	86
15	COC(=O)c1cc2n(n1)-c1ncc(Br)cc1Oc1ccccc1-2	107	85	104	105	104
16	COc1cc([C@H]2[C@]3(C#N)C(N)=NC(=C(C#N)C#N)[C@]23C#N)cc(OC)c1OC	112	x	120	107	94
17	Clc1ccc(/C=C/c2ccccn2)cc1	77	87	105	91	101
18	Cc1ccc(-c2nc3cnccn3c2NC2CCCCC2)o1	83	87	112	95	102
19	COc1ccc(Nc2ncnc3ccc(-c4cncc(NS(C)(=O)=O)c4)cc23)cc1Cl	7.9*	9.6*	30	35	56
20	Cn1cc(-c2nnc(N)nc2-c2c[nH]c3ccccc23)c2cccnc21	86	21	26	66	71
21	Nc1nc(=O)[nH]c2ccc(C(=O)c3ccccc3)cc12	97	104	x	97	108
22	Cc1cc(C#Cc2ccc(C(C)(C)C)cc2)ccc1-n1c(/C=C/c2cccc(Cl)c2)nc2ccccc2c1=O	95	113	104	90	111
23	C/C(=C/C1CC(=O)OC1=O)CC(C)(C)C (stereo unspecified)	112	81	115	91	97
24	COC(=O)CNC(=O)c1cccc2c(=O)c3ccccc3n(CCCCCCBr)c12	104	94	107	100	107

No.	NCI-H322M	NCI-H460	HT29	RXF 393
13	95	60	94	70
14	82	101	92	106
15	111	105	103	126
16	91	107	114	x
17	107	104	111	116
18	111	106	95	99
19	55	76	23	27
20	70	15	17	71
21	119	104	107	123
22	90	100	102	125
23	101	102	92	124
24	100	101	110	128

Next part:
No.	SMILES	A498	NCI-H522	COLO 205	NCI-H23	NCI-H226
25	OCCCCCCCCCCCO	93	93	103	92	92
26	CC1(C)C[C@@H]2C[C@@](C)(CN2S(=O)(=O)c2ccc(C(=O)Nc3ccc(Cl)c(S(=O)(=O)N4CCOCC4)c3)cc2)C1	29	57	82	44	50
27	COc1ccc(-c2cc(-c3ccc(Cl)cc3)nc3nc(NC(C)=O)nn23)cc1	89	93	108	98	90
28	CN(C)CCCC1(c2ccc(F)cc2)OCc2cc(-c3ccc(C(F)(F)F)nc3)ccc21 (stereo unspecified)	90	75	61	81	91
29	COC(=O)[C@]1(C)CCC[C@]2(C)[C@H]3C[C@H]4C(C(C)C)=C[C@]3(CC[C@H]21)[C@@H]1C(=O)/C(=C/c2ccco2)C[C@H](O)[C@@H]14	123	87	108	101	100
30	CCOc1ccc(NC(=O)Nc2cc(C(C)C)ccc2C)cc1	87	46	99	79	93
31	O=C(c1cc2ccccc2o1)c1nn(-c2ccccc2)cc1C(=O)c1cc2c(ccc3ccccc32)oc1=O	107	61	99	83	87
32	COc1ccc(C2Cc3cnccc3-c3[nH]c4ccncc4c32)c(OC)c1OC (stereo unspecified)	58	75	81	87	77
33	CC(C)SCC(=O)SC(=O)Nc1cccc(Cl)c1	x	82	111	96	109
34	C[N+](C)(C)CCNC(=O)c1ccccc1OCc1ccccc1	103	93	101	96	99
35	COC(=O)C1(C)CCC[C@]2(C)[C@H]3C[C@H]4C(C(C)C)=C[C@]3(CC[C@@H]12)[C@H]1[C@@H]4[C@@H](OC(=O)c2ccco2)CC[C@@H]1O (stereo partly specified)	118	93	107	91	85
36	O=C(NCCCN1CCCC1=O)c1ccc(-c2ncc3cnc(-c4ccccc4)cn23)cc1	x	93	123	99	89

No.	NCI-H322M	NCI-H460	HT29	RXF 393
25	110	109	99	110
26	95	49	78	72
27	106	104	105	94
28	85	73	65	45
29	99	100	94	115
30	91	106	85	-32*
31	97	97	97	92
32	82	78	62	110
33	111	x	94	120
34	89	103	110	100
35	104	101	99	88
36	104	102	107	66

Following part
No.	SMILES	A498	NCI-H522	COLO 205	NCI-H23	NCI-H226
37	CC(=O)/C(=N\Nc1ccccc1)C(c1ccccc1)c1ccccc1	99	80	115	85	81
38	COc1cc(CNC(=O)Cc2ccccc2)ccc1OCc1cn(-c2cccc(Cl)c2)nn1	x	89	x	94	102
39	Nc1cc(N)n(C2=NCCN2)n1	94	111	x	112	100
40	CC(=O)OC[C@@H]1O[C@H](n2cc(COc3ccc(C=O)cc3)nn2)[C@@H](OC(C)=O)[C@H](OC(C)=O)[C@H]1OC(C)=O	103	94	117	98	109
41	CC(C)CC(NC(=O)COc1ccc(Cl)cc1Cl)C(=O)O (stereo unspecified)	161	100	x	102	99
42	Cc1ccc2c(c1)C(=O)/C(=C\Nc1ccc(C(N)=O)cc1)C(O)O2 (stereo unspecified)	115	x	108	114	154
43	O=c1[nH]nc(-c2cc(Br)ccc2Cl)c(=O)[nH]1	94	102	100	93	x
44	CCOC(=O)C1=C(C)NC(=O)NC1c1c(Cl)n(C(C)=O)c2ccccc12 (stereo unspecified)	91	89	102	91	86
45	CSc1nc(NCC(C)C)c(C#N)c(-c2cccc(N)c2)n1	104	93	123	97	95
46	N#Cc1c(-c2ccccc2Br)cc(-c2ccncc2)[nH]c1=O	102	94	105	94	96
47	Nc1nc2c(C(=O)N3CCCC3)nnn2c2cccc(Cl)c12	130	72	99	82	72
48	NC(=O)C1CCCN1C(=O)C(Cc1cnc[nH]1)NC(=O)C1CCC(=O)N1 (stereo unspecified)	111	112	96	x	98

No.	NCI-H322M	NCI-H460	HT29	RXF 393
37	98	102	83	103
38	102	100	114	109
39	110	105	112	107
40	90	114	97	125
41	120	108	107	142
42	96	111	105	111
43	91	107	109	101
44	87	101	101	77
45	103	102	112	99
46	102	103	108	109
47	91	96	100	109
48	89	99	92	96

Following part
No.	SMILES	A498	NCI-H522	COLO 205	NCI-H23	NCI-H226
49	COc1cc([N+](=O)[O-])ccc1N=Cc1ccc(C=Nc2ccc([N+](=O)[O-])cc2OC)cc1	99	89	112	108	98
50	CC(=O)N1N=C(c2ccc(C)cc2)CC1c1ccc(Oc2ccc(Br)cc2)cc1 (stereo unspecified)	x	83	98	83	90
51	Clc1cccc(N/N=C/c2c[nH]c3ccccc23)n1	76	16	37	57	51
52	COc1ccc(-c2ccc(-c3ccc(C(=N)N)cn3)o2)cc1	59	77	-41*	85	79
53	CCN(CC)c1nc(/C=C\c2ccc(N(C)C)cc2)c2nccnc2n1	81	74	120	106	x
54	O=C1CC[C@H](c2ccc(O)c3c2C(=O)[C@@H]2O[C@@H]2C3=O)c2cccc(O)c21	85	-29*	-35*	94	-15*
55	O=C(Nc1ccccc1)C1=CNCCS1	84	64	101	97	85
56	OC1C=CC2C3C=CC(C3)C12 (stereo unspecified)	112	x	101	106	96
57	CCCCCc1c(C)[nH]c(/C=C2\N=C(c3ccc[nH]3)C=C2Oc2ccc(OC)cc2)c1C	-89*[100 µM]	x	-84*[100 µM]	-67*[100 µM]	-16*[100 µM]
58	CCCCCCCCCCCCCCCCCCCC(=O)NCCc1c[nH]c2ccc(O)cc12	118	-13*	147	103	88
59	OCC(O)C(O)C(O)C(O)c1nc2ccccc2[nH]1 (stereo unspecified)	104	88&90	115&105	97&100	103&93
60	COc1ccc(-c2nn(-c3ccccc3)cc2C2SCC(=O)N2c2ccc(O)cc2)cc1 (stereo unspecified)	105	72	95	95	91

No.	NCI-H322M	NCI-H460	HT29	RXF 393
49	81	105	110	94
50	74	98	79	93
51	66	29	30	x
52	78	82	14	86
53	94	89	74	99
54	98	97	-17*	17
55	112	101	100	112
56	100	102	106	104
57	-6.7*[100 µM]	-46*[100 µM]	-64*[100 µM]	-68*[100 µM]
58	114	101	121	115
59	102&98	101	95&97	101&108
60	89	82	104	98

(cont.)
No.	SMILES	A498	NCI-H522	COLO 205	NCI-H23	NCI-H226
61	COc1ccc(-c2nc(N/N=C/c3c[nH]c4ccccc34)nc(N3CCOCC3)c2C#N)cc1	51	100	79	111	105
62	CN(C)CCCNS(=O)(=O)c1ccc(Cl)c([N+](=O)[O-])c1	103	83	113	101	108
63	C=C(C)[C@@H]1CC[C@]2(C(=O)NCCCNCCCCN)CC[C@]3(C)[C@H](CC[C@@H]4[C@@]5(C)CCC(=O)C(C)(C)[C@@H]5CC[C@]43C)[C@@H]12	107	102	104	105	100
64	CC(CC(C)(C)C)C(=O)NC(N)=O (stereo unspecified)	85	99	104	107	95
65	COc1ccc(C(=O)Oc2c(Cl)cc(Cl)cc2Cl)cc1	87	90	101	93	100
66	C=C(C)c1nc(C#N)c(NCc2ccncc2)o1	104	91	116	102	102
67	CCN(CC)Cc1cc(/C=C2\CC/C(=C\c3cc(CN(CC)CC)c(O)c(OC)c3)C2=O)cc(OC)c1O	110	107	114	108	111
68	COC1=CC(=O)OC(c2ccco2)C1 (stereo unspecified)	125	x	113	95	110

No.	NCI-H322M	NCI-H460	HT29	RXF 393
61	94	83	51	x
62	100	111	96	111
63	98	100	120	116
64	112	103	102	104
65	103	103	95	98
66	92	102	97	134
67	101	109	87	100
68	x	120	106	126

An unsorted share of the library; 12% or so of the library scored in one or more.
